NALP1 inh = NALP1 inhibition | S. cerevisiae NALP1/ASC/caspase-1 growth, X-gal OD620, 72 h | inhibition, % at 10 µM | actives 0.61% (n = 280,000) | AID 2071; in the data active = inhibition mostly above about 24%, no sharp cut-off; inactive = mostly below about 32%; note: some compounds called inactive have numbers as strong as hits
DNA FID counter = displaces DNA intercalator in HCV helicase counter-screen | DNA fluorescent intercalator displacement, fluorescence | inhibition, % at 7.9 µM | actives 0.17% (n = 290,000); in the data active = inhibition above about 37%;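 note: 0% = vehicle and 100% = reference compound; higher means more ethidium bromide displaced from hairpin DNA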
MEKK2 WT-MEK5 = raises or lowers MEK5 binding to wildtype human MEKK2 PB1 domain | actives 1.1% (n = 290,000) | AID 1531 | binding response (% of control), % at 10 µM | bead flow cytometry, Alexa488-MEK5 binding to MEKK2 WT; actives lie on both sides | Q9Y2U5; in the data active = binding response below about 67% or above about 130%
VIM-2 inh = blocks Pseudomonas aeruginosa VIM-2 metallo-beta-lactamase; AID 1527; actives 0.89% (n = 290,000); inhibition, % at 5.6 µM; purified VIM-2, nitrocefin hydrolysis, epi-absorbance fluorescence;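 active = inhibition above the mean of all tested compounds plus 3 SD, cutoff set per screening run, cut at about 7.5% in these data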;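 note: red hydrolysis product quenches plate fluorescence so inhibitors raise well fluorescence; 0% = enzyme with DMSO and 100% = DMSO without enzyme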
SUMO HTRF inh = SUMOylation inhibition; P63279; HTRF SUMOylation assay, SAE1/SAE2 + UBC9, in vitro; inhibition, % at 35 µM; actives 0.36% (n = 290,000); in the data active = inhibition above about 50%, passing the limit was not always enough; note: strong numbers were not always called active
Target sequence (P63279 whole entry, looked up): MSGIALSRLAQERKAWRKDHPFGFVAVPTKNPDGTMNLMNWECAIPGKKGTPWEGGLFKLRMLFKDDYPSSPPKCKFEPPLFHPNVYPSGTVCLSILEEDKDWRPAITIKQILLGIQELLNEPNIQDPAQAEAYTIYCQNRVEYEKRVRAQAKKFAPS
MEKK2mut PB1 HTS = signal of MEK5 binding to mutant human MEKK2 PB1 domain. bead flow cytometry, Alexa488-MEK5 binding to MEKK2 mutant. percent response, % at 10 µM. actives 0.35% (n = 290,000); in the data active = percent response above about 24%, passing the limit was not always enough; note: inactives centre near 1; some results filed as inactive read as strong as hits
IMP-1 inh = inhibitors of Pseudomonas aeruginosa IMP-1 metallo-beta-lactamase | purified IMP-1, nitrocefin hydrolysis, epi-absorbance fluorescence | inhibition, % at 5.6 µM | actives 0.45% (n = 290,000);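 active = inhibition above the mean plus 3 SD of all compounds in the same screening run, cut at about 4.5% in these data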;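 note: 0% = IMP-1 with DMSO and 100% = DMSO wells lacking enzyme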
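System: purified recombinant IMP-1 beta-lactamase. Medium: Zinc- and detergent-supplemented HEPES buffer, pH 7.1. Compound: one 5.6 µM dose […]. Schedule: 15 min preincubation plus 25 min reaction at 25 °C. Technique: Epi-absorbance fluorescence, 480 nm excitation, 530 nm emission.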
NS3 helicase inh = inhibitors of Hepatitis C virus NS3 helicase; NS3 helicase DNA unwinding, Cy5 molecular beacon fluorescence; inhibition, % at 10.9 µM; actives 0.56% (n = 290,000);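 active = inhibition above the mean of all tested compounds plus 3 SD, set per campaign, cut at about 35% in these data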;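 note: 0% = DMSO wells and 100% = thioflavine S control wells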
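System: Hepatitis C virus NS3 helicase domain fragment enzyme | Reagent: Annealed dual-labelled DNA beacon duplex, ATP-started | Compound dosing: 10.9 µM single point, 0.8% DMSO | Incubation: 1 h reaction at 25 °C, ATP-initiated | Technique: Cy5 fluorescence | Evaluation: Percent inhibition from t60/t0 fluorescence ratio | Benchmarks: Low DMSO, high thioflavine S at 110 µM | Replication: Singlicate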
M18AAP inhibitor = PfM18AAP enzyme inhibition; actives 1.2% (n = 290,000); recombinant PfM18AAP, H-Glu-NHMec fluorogenic cleavage; inhibition, % at 7.35 µM; AID 1822;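 active = inhibition above the campaign mean inhibition over all tested compounds plus 3 SD, cut at about 28% in these data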;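 note: 0% = plate median of test compound wells and 100% = 2 mM ZnCl2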
An asterisk follows results filed as active; x = no result given.

| smiles | SUMO HTRF inh | NS3 helicase inh | NALP1 inh | M18AAP inhibitor | IMP-1 inh | MEKK2mut PB1 HTS | DNA FID counter | VIM-2 inh | MEKK2 WT-MEK5 |
| --- | --- | --- | --- | --- | --- | --- | --- | --- | --- |
| COc1cc(/C=C/C(=O)OCC(=O)NC(=O)NC(C)C)ccc1OCC#N | 9 | -8 | 16 | 3 | -1.5 | -2 | -22 | -3.4 | 102 |
| CCOC(=O)c1[nH]c(C)c(C(=O)OCCN2C(=O)c3ccccc3C2=O)c1C | 17 | 4 | 24 | -16 | -1.4 | -1 | -5 | -3.5 | 102 |
| COC(=O)c1ccc(-c2ncc[nH]2)cc1 | 19 | 0 | 15 | 3 | -2.2 | 13 | -2 | -1.6 | 109 |
| COC(=O)C1CCCN1S(=O)(=O)c1ccc2ccccc2c1 (stereo not drawn) | 6 | -3 | 23 | -5 | -5.1 | 2 | -9 | 0.0 | 102 |
| CCOc1ccc(-c2ccc(SCC(=O)N3CCOCC3)nn2)cc1 | -8 | 4 | -8 | -1 | -2.1 | 2 | -23 | -2.1 | 101 |
| Cc1cc(/C=N/NC(=O)c2ccncc2)c(C)n1-c1cccc(C(F)(F)F)c1 | -13 | 26 | 1 | 12 | -4.5 | -4 | -17 | -2.6 | 97 |
| COCCNS(=O)(=O)c1ccc2c(c1)C(=NO)c1cc(S(=O)(=O)NCCOC)ccc1-2 | 9 | 0 | x | 4 | -4.1 | 4 | -13 | -0.4 | 112 |
| CCCn1ncc(/C=N/O)c1C | -5 | 1 | x | -7 | -3.4 | 6 | -3 | -3.1 | 97 |
| Cc1cc(=O)[nH]c(SCC(=O)/C=C2\N(C)c3ccccc3C2(C)C)n1 | 9 | 0 | 38 | 5 | -1.6 | -3 | -11 | -2.2 | 94 |
| COC(=O)COc1ccc(S(=O)(=O)NCc2ccco2)cc1Cl | 15 | -3 | 5 | -10 | -1.6 | 5 | 0 | -1.6 | 106 |
| O=C(Cc1c[nH]c2ccccc12)NCc1ccccc1F | -6 | -8 | -18 | -7 | 0.5 | -6 | -3 | -0.4 | 94 |
| CC1CCN(Cc2c(C(=O)N/N=C/c3ccc(OC(C)C)cc3)nnn2-c2nonc2N)CC1 | -33 | -32 | -4 | -4 | -1.1 | -9 | -12 | 0.0 | 91 |
| Cc1cc[n+](CC(=O)c2cc3ccccc3oc2=O)cc1 | -8 | -12 | 29 | 11 | 0.8 | -2 | 5 | 1.5 | 97 |
| Cc1ccccc1NC(=O)c1c([N+](=O)[O-])c(C(C)(C)C)nn1C | 5 | -14 | 30 | -4 | 1.8 | -5 | -1 | -2.0 | 94 |
| Cc1cnccc1CN(C)C(=O)CC1C(=O)NCCN1CC1CCCCC1 (stereo not drawn) | 12 | -22 | 6 | 3 | 2.3 | -13 | -6 | 0.5 | 89 |

Following part.
| smiles | SUMO HTRF inh | NS3 helicase inh | NALP1 inh | M18AAP inhibitor | IMP-1 inh | MEKK2mut PB1 HTS | DNA FID counter | VIM-2 inh | MEKK2 WT-MEK5 |
| --- | --- | --- | --- | --- | --- | --- | --- | --- | --- |
| COc1ccc(-c2c(NC(=O)C(C)C)n(C)c3ccccc3c2=O)cc1 | 20 | 0 | -12 | -11 | -3.5 | -1 | 2 | -2.6 | 86 |
| CCC(C)NC(=O)CSc1nc2c(sc(=S)n2-c2cc(Cl)ccc2OC)c(=O)[nH]1 (stereo not drawn) | 10 | -10 | 2 | -4 | -1.5 | 4 | -17 | -0.9 | 105 |
| CC(C)C(NC(=O)c1ccc(F)cc1)C(=O)NCC1CCCO1 (stereo not drawn) | 9 | 6 | 4 | 2 | -1.3 | 0 | -4 | -1.6 | 103 |
| c1coc(CNc2ncnc3nc[nH]c23)c1 | 4 | 4 | 6 | 2 | -0.9 | 3 | 5 | -1.1 | 107 |
| CCOc1c(Nc2ccccc2O)c(=O)c1=O | 13 | 4 | 0 | 35* | -1.5 | 5 | 1 | -0.7 | 100 |
| CCOC(=O)CSc1nc(N(C)C)nc(N(C)C#N)n1 | -1 | -4 | -11 | -5 | -2.0 | -4 | -5 | -0.9 | 93 |
| C/C(Cl)=C/Cn1c(N2CCCC2)nc2c1c(=O)[nH]c(=O)n2C | 10 | 2 | 3 | 2 | -4.5 | 10 | -15 | -0.9 | 111 |
| O=C(CSc1nccc(=O)[nH]1)N1c2ccccc2CCc2ccccc21 | 8 | -2 | 7 | 0 | -2.1 | 4 | -21 | -0.3 | 101 |
| COc1ccc(OCc2nnc3n2N=C(c2ccccc2)C(CC(=O)O)S3)cc1 (stereo not drawn) | -2 | 4 | -22 | 33* | -1.8 | 7 | -32 | -0.3 | 108 |
| Cc1ccc(CNC(=O)c2cn(C3CCCCC3)c(=O)c3c2c2ccccc2n3C)o1 | 8 | 18 | -8 | 5 | 1.4 | 2 | -6 | -0.2 | 102 |
| Cc1nc2c(=O)n(-c3cccc(C(F)(F)F)c3)nc(C)c2s1 | -5 | -6 | 18 | -4 | 1.7 | -18 | -6 | -0.6 | 91 |
| O=C(C1CCN(c2nc(-c3ccccc3)nc3c2CCC3)CC1)N1CCC(O)CC1 | -5 | -15 | -1 | -4 | 1.5 | 3 | -19 | 5.1 | 100 |
| CCCn1c(C)cc(C(=O)COC(=O)c2c(C)nn(-c3ccccc3)c2C)c1C | 6 | -15 | 8 | -4 | -4.2 | 5 | -36 | -2.9 | 103 |
| CCOC(=O)c1sc(NC(=S)NC(=O)c2ccccc2)nc1C | 12 | -5 | 5 | 0 | -1.4 | 0 | 10 | -2.8 | 106 |
| CC(C)N(C(=O)CSc1nnc(NC(=O)c2cccs2)s1)C(C)C | 15 | -4 | -7 | -1 | -2.6 | 4 | -16 | 10.0* | 100 |

Remaining list, next part
| smiles | SUMO HTRF inh | NS3 helicase inh | NALP1 inh | M18AAP inhibitor | IMP-1 inh | MEKK2mut PB1 HTS | DNA FID counter | VIM-2 inh | MEKK2 WT-MEK5 |
| --- | --- | --- | --- | --- | --- | --- | --- | --- | --- |
| COc1cc(F)c(S(=O)(=O)N2CCOc3ccccc32)cc1OC | 18 | -1 | 14 | 2 | -1.4 | 1 | -16 | 0.1 | 102 |
| COCCCN=CC1=C(O)CC(c2ccccc2)CC1=O (stereo not drawn) | 0 | 5 | 13 | -4 | -0.3 | 0 | -6 | -1.7 | 103 |
| C=CCN(CC=C)C(=O)Nc1cc(OC)ccc1OC | 13 | -8 | 6 | 4 | -2.0 | 6 | -13 | -2.9 | 105 |
| Cc1nnc(NC(=O)CCSc2ccc(Cl)cc2)s1 | 15 | -2 | 3 | 7 | 0.9 | -5 | -7 | 1.5 | 95 |
| CCSc1nnc(N(CCC#N)CCC#N)s1 | 4 | -2 | -8 | 6 | -0.5 | -2 | 4 | -2.2 | 102 |
| O=C1CCCCCC1C1(O)C(=O)Nc2ccc(Br)cc21 (stereo not drawn) | -6 | 12 | -5 | 0 | -1.5 | 2 | -1 | -2.6 | 103 |
| Cc1nn(CC2CC2)c(=O)n1-c1ccccc1 | 7 | 3 | -3 | -6 | -0.8 | -4 | 0 | -1.5 | 99 |
| COc1ccccc1/C=N/NC(=O)CNC(=O)c1ccccc1 | 12 | -22 | 14 | 6 | -2.0 | 1 | -6 | -4.2 | 97 |
| Cc1cc(=O)oc2c3c(cc(OCC(=O)NCC(=O)O)c12)OC(C)(C)CC3 | 29 | 1 | 7 | 6 | -3.2 | 3 | -22 | -1.7 | 102 |
| O=C1C(Cl)=C(NCC2CCCO2)C(=O)N1c1ccccc1 (stereo not drawn) | 21 | -1 | 18 | 9 | -2.4 | 0 | 0 | -1.3 | 98 |
| CN1CCN(NC(=O)c2cc(S(=O)(=O)N3CCOCC3)c(Cl)cc2Cl)CC1 | 16 | 0 | 21 | -1 | -1.9 | -3 | 3 | -0.7 | 93 |
| O=C(CN1CCCc2ccccc21)N/N=C/c1ccc(O)cc1O | -18 | -5 | 19 | 8 | -3.5 | 7 | -5 | -3.5 | 96 |
| Cc1ccc(NC(=O)c2ccc3nsnc3c2)c(C)c1 | 1 | 3 | 19 | -11 | -0.5 | 1 | -9 | -0.1 | 101 |
| Cc1cc([N+](=O)[O-])nn1CCCC(=O)N1CCN(c2ccccc2)CC1 | -4 | 6 | 35 | -6 | -3.6 | -2 | -22 | -1.7 | 101 |
| COc1ccc(-c2oc3cccnc3c2C#CCO)cc1 | 31 | 8 | -2 | 5 | -1.5 | 0 | -25 | 0.4 | 110 |

(cont.)
| smiles | SUMO HTRF inh | NS3 helicase inh | NALP1 inh | M18AAP inhibitor | IMP-1 inh | MEKK2mut PB1 HTS | DNA FID counter | VIM-2 inh | MEKK2 WT-MEK5 |
| --- | --- | --- | --- | --- | --- | --- | --- | --- | --- |
| CCn1c(=O)cc(OCC(=O)NCCCN2CC(C)CC(C)C2)c2ccccc21 (stereo not drawn) | 9 | 0 | 4 | -11 | -1.5 | 2 | 3 | -0.1 | 105 |
| Oc1c(C(Nc2nccs2)c2ccc(C(F)(F)F)cc2)ccc2cccnc12 (stereo not drawn) | -95 | -16 | -14 | -5 | -3.6 | 9 | -8 | -2.8 | 112 |
| Cc1cc2n(n1)SC(Nc1cc(Cl)ccc1Cl)N2 (stereo not drawn) | -18 | -7 | 5 | 11 | -2.5 | -2 | -3 | -5.5 | 88 |
| N/C(=N\c1nc(CSc2ccccn2)cc(=O)[nH]1)Nc1ccc(Cl)cc1Cl | -23 | -11 | x | -2 | -1.1 | 2 | 0 | -0.9 | 96 |
| C=CCSC1=C(C#N)C(c2ccc(OCC)cc2)CC(=O)N1 (stereo not drawn) | 0 | 1 | -7 | -10 | 3.4 | 10 | -4 | -1.1 | 114 |
| Cc1onc(-c2ccccc2)c1C(=O)Nc1ccc2c(c1)OCO2 | -8 | 2 | 15 | -8 | 0.1 | 2 | -3 | -0.4 | 102 |
| CCOc1ccc(-c2nc(N)ncc2Oc2cccc(OC)c2)c(O)c1 | -35 | -16 | 11 | 5 | -1.8 | 2 | -14 | -0.1 | 98 |
| CCCOc1ccc(C(=O)NNC(=S)NC(=O)c2cc(-c3ccccc3)nc3ccccc23)cc1 | -41 | -17 | 5 | -3 | -2.8 | 5 | -6 | -5.1 | 105 |
| N#CC(C#N)=NNc1ccc(S(=O)(=O)N2CCCC2)cc1 | 2 | -18 | 23 | 2 | -2.6 | 0 | -3 | -1.2 | 98 |
| COc1ccc(C(c2nnnn2CC2CCCO2)N2CCN(c3cccc(C)c3C)CC2)cc1 (stereo not drawn) | -24 | -8 | -4 | -5 | -2.5 | 15 | -28 | -0.4 | 116 |
| NC(=O)C(=O)N/N=C/c1c[nH]c2ccc(Br)cc12 | 2 | 9 | -4 | -8 | 1.5 | -8 | 2 | 1.2 | 89 |

High-throughput results deposited in PubChem by several laboratories.
